# CHO-K1 Ca antag – nonselective inhibitor or artifact in parental CHO-K1 cells. ATP-induced calcium, Fluo-8 fluorescence. inhibition, % at 3 µM. 360,000 tested, 0.6% active. AID 602250;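 active = inhibition above a per-plate cutoff, the plate's mean sample inhibition plus 3 SD, cut at about 24% in these data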;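 also: 0% = DMSO plus EC80 ATP and 100% = DMSO alone without ATP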
# M5 antag – human M5 muscarinic receptor antagonists, primary screen, CHO cells, Fluo-8 calcium fluorescence. CHO-hM5 cells, ACh EC80. Muscarinic acetylcholine receptor M5 (Homo sapiens), P08912. 360,000 tested, 0.59% active. AID 624040, 2012. inhibition, % at 3 µM;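 active = inhibition above a per-plate cutoff, the mean of that plate's test compounds plus 3 SD, cut at about 27% in these data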;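 also: 0% = acetylcholine EC80 with DMSO and 100% = DMSO without agonist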
# Target sequence (P08912 whole entry, looked up): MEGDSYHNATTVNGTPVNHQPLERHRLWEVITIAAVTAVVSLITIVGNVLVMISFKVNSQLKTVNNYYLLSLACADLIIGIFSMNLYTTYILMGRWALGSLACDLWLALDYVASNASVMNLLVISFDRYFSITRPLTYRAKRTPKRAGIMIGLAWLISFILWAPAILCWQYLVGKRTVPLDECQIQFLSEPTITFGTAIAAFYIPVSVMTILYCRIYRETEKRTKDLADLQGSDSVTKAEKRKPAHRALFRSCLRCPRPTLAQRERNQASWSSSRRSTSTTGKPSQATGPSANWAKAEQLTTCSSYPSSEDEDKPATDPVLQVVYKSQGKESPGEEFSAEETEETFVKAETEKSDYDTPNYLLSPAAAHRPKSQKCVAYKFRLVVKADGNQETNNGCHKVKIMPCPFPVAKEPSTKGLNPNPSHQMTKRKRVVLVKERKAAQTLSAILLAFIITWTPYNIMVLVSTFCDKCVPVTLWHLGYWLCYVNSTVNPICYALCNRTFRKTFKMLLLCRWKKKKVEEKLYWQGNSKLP
# CHRM4 PAM – human M4 muscarinic receptor positive allosteric modulators, primary screen, CHO-K1 cells, Fluo-8 calcium fluorescence. Muscarinic acetylcholine receptor M4 (Homo sapiens), P08173. AID 624126, 2012. activation, % at 3 µM. 360,000 tested, 0.4% active. CHO-K1 hM4/Gqi5, ACh EC20; 0% = ACh EC20, 100% = maximal ACh;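 active = activation above its plate's cutoff, the mean activation of sample wells plus 3 SD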; also: some results filed as inactive read as strong as hits
# Target sequence (P08173 whole entry, looked up): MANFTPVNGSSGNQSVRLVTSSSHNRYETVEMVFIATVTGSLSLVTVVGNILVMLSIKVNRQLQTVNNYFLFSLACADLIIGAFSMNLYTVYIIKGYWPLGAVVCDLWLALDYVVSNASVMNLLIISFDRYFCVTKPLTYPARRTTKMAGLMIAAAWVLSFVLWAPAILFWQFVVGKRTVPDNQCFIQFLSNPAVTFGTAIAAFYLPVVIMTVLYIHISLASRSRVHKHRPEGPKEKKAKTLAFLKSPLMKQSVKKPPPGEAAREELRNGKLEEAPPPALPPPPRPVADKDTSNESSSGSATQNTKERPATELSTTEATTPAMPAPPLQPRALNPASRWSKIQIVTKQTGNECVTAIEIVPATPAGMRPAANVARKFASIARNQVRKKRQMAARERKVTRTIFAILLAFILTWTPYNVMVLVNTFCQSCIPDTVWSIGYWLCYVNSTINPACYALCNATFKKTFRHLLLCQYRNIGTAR
# CHRM4 antagonist – human M4 muscarinic receptor antagonists, primary screen, CHO cells, Fluo-8 calcium fluorescence | CHO-hM4 cells, ACh EC80 | Muscarinic acetylcholine receptor M4 (Homo sapiens), P08173 | 360,000 tested, 0.73% active | inhibition, % at 3 µM;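 active = inhibition above its plate's cutoff, the mean inhibition of sample wells plus 3 SD, cut at about 27% in these data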;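 also: 0% = acetylcholine EC80 with DMSO and 100% = DMSO without agonist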
# CHO-K1 Ca ag – counter-screen for M1 agonists: effect in parental CHO-K1 cells; Fluo-8 calcium fluorescence; scaled to maximal ATP response, vehicle zero; 360,000 tested, 0.48% active; AID 602248, 2012; activation, % at 3 µM; in the data active = activation above about 15%;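 also: untransfected CHO-K1 host cells lacking M1 receptor as counterscreen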
# CHRM5 PAM – human M5 muscarinic receptor positive allosteric modulators, primary screen, CHO-K1 cells, Fluo-8 calcium fluorescence. Muscarinic acetylcholine receptor M5 (Homo sapiens), P08912. CHO-K1 hM5, ACh EC20 PAM; 0% = ACh EC20, 100% = ACh EC100. activation, % at 3 µM. 360,000 tested, 0.3% active. AID 624038, 2012;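 active = activation above the run cutoff, the mean activation of all test compounds plus 3 SD, cut at about 18% in these data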
#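 system = human M5 receptor in CHO-K1 cells | reagent = EC20 acetylcholine as agonist stimulus | compound dosing = single-point, 3 µM nominal | incubation = Fluo-8 loading 80 min at 37 °C plus 30 min room temperature | detection = Fluo-8 calcium dye fluorescence, kinetic read | benchmarks = low control EC20 acetylcholine (0%), high control EC100 acetylcholine (100%)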
# M1 PAM parental – nonselective calcium activators in parental CHO-K1 cells, primary screen, counter-screen for M1 PAM project, cell-based, Fluo-8 calcium fluorescence, full deck, 1536-well. ATP EC20; 0% at ATP EC20, 100% at ATP max. activation, % at 3 µM. 360,000 tested, 0.02% active. AID 602247, 2012;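 active = activation above the run cutoff, the mean activation of all test compounds plus 3 SD, cut at about 40% in these data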;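 also: peak over basal fluorescence ratio in a 140 s read after ATP addition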
# M5 ag – human M5 muscarinic receptor agonists, primary screen, CHO-K1 cells, Fluo-8 calcium fluorescence; activation, % at 3 µM; Muscarinic acetylcholine receptor M5 (Homo sapiens), P08912; CHO-K1 hM5 cells; 0% DMSO wells, 100% maximal acetylcholine response; 360,000 tested, 0.19% active;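 active = activation above the run's mean over test compounds plus 3 SD, cut at about 23% in these data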;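 also: signal is peak over basal fluorescence ratio across the kinetic read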
# M4 ag – human M4 muscarinic receptor agonists, primary screen, CHO-K1 cells, Fluo-8 calcium fluorescence; Muscarinic acetylcholine receptor M4 (Homo sapiens), P08173; CHO-K1 hM4/Gqi5; vehicle 0%, full acetylcholine response 100%; activation, % at 3 µM; 360,000 tested, 0.14% active;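 active = activation above the run mean over all test wells plus 3 SD, cut at about 32% in these data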;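 also: peak over basal fluorescence ratio per well then scaled between controls; 0% = DMSO wells and 100% = acetylcholine at EC100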
# * hit, by the source's call.
# Each structure is followed by: CHO-K1 Ca antag	M5 antag	CHRM4 PAM	CHRM4 antagonist	CHO-K1 Ca ag	CHRM5 PAM	M1 PAM parental	M5 ag	M4 ag
> COCC(=O)Nc1cc(C)cn(Cc2ccc(F)cc2)c1=O
    -10.2	0.5	0.1	12.8	1.2	-5.2	18.9	-4.1	-0.6
> Cc1ccc(C(C)(C)C)cc1S(=O)(=O)Nc1ncnc2sccc12
    2.5	4.9	3.2	-4.8	0.1	-0.8	-12.1	0.6	1.0
> O=[N+]([O-])c1ccc(C(=S)N2CCC(Cc3ccccc3)CC2)cc1
    -3.8	1.6	-5.7	-2.7	0.8	-4.5	10.0	-1.8	0.0
> Cc1ccc(S(=O)(=O)N2CCN(c3nc(C)c4c(c3C#N)CC(C)(C)OC4)CC2)cc1
    -4.2	-0.1	7.0	-5.9	0.2	4.2	9.5	-8.2	1.0
> COc1cccc(N2CCN(C3CC(=O)N(c4cccc(Cl)c4)C3=O)CC2)c1 (centres undefined)
    2.5	3.1	4.6	3.7	0.8	-1.8	-2.0	1.8	2.6
> Cc1ccc(NC(=O)c2sc3ccccc3c2Cl)nc1
    7.7	-8.5	12.5	-4.6	0.2	0.1	-1.7	1.9	1.3
> CC(C)CC(OC(=O)c1cccs1)C(=O)NCc1cccs1 (centres undefined)
    1.8	4.6	1.4	3.4	0.6	0.2	19.6	-14.1	0.4
> COc1ccccc1NS(=O)(=O)c1cccc(C(=O)NCc2ccccn2)c1
    7.5	0.2	-1.6	4.4	1.2	0.7	-18.4	-0.2	2.1
> OCCN(Cc1ccccc1)Cc1nc(CC2CC2)no1
    11.3	6.2	9.4	-7.5	-0.5	0.1	-19.0	0.9	3.4
> CNC(C)c1ccc(S(N)(=O)=O)cc1 (centres undefined)
    0.4	-3.2	-2.7	-1.6	-0.2	0.7	13.4	-3.7	0.3
> O=C(N=Nc1c(O)[nH]c2ccccc12)c1ccc2c(c1)OCO2
    0.3	-3.2	16.8	-10.0	0.2	2.1	7.6	0.3	1.3
> COc1ccc(Nc2nnc(C)c3ccccc23)cc1
    -9.1	15.2	-6.0	1.1	0.1	-2.0	10.0	-1.8	-0.2
> CN(C)S(=O)(=O)c1ccc(Cl)c(NC(=O)COC(=O)c2ccc(O)cc2)c1
    -5.0	-1.6	-4.8	-3.1	6.2	-5.2	-0.7	11.9	4.7
> Cc1c(-c2ccccc2)c(=O)oc2cc(O)ccc12
    -4.5	0.6	3.5	-1.9	0.9	0.6	6.5	-1.6	-0.2
> COc1ccccc1N1CCN(C(=O)C(C)N(c2ccc(C)c(C)c2)S(C)(=O)=O)CC1 (centres undefined)
    -2.4	2.9	-2.3	-1.3	3.6	-1.8	11.0	3.7	7.1
> Cc1cc(/C=C\c2ccccc2)nc2ccccc12
    -19.6	2.5	0.4	3.4	-0.7	-8.9	24.5	-2.6	-1.8
> Cn1c(=O)oc2cc(S(=O)(=O)N3CCN(c4ccccc4)CC3)ccc21
    -9.7	-6.1	1.5	2.5	1.2	3.1	17.1	1.0	1.2
> N#Cc1ccc(C(=O)Nc2nc(-c3cccs3)c(C(=O)C(F)(F)F)s2)cc1
    7.0	4.6	-9.8	5.2	5.5	-5.9	-9.1	5.2	11.2
> CC(C)(C)c1ccc(/C=C/C(=O)N2CCOCC2)cc1
    11.3	-1.0	-4.3	4.4	0.1	-1.5	-6.5	-2.1	0.7
> O=C(C1CC12CCCC2)N1CCC(CO)(Cc2ccccc2Cl)CC1 (centres undefined)
    -11.9	7.6	-1.1	-1.8	2.1	-2.3	23.8	6.4	2.6
> CN(CC(=O)Nc1cccc(S(=O)(=O)NC2=NCCCCC2)c1)Cc1ccc(C(C)(C)C)cc1
    2.7	7.1	-16.0	12.6	4.7	-6.2	-8.0	2.3	7.9
> O=C(Nc1ccc(F)c(Cl)c1)c1cc(C2CCCCN2C(=O)c2cccs2)on1 (centres undefined)
    8.3	4.1	-6.0	-4.3	1.1	-7.6	-5.0	0.1	7.6
> C=C(C)[C@@H]1CC[C@]2(C(=O)O)CC[C@]3(C)[C@H](CC[C@@H]4[C@@]5(C)CC[C@H](O)C(C)(C)[C@@H]5CC[C@]43C)[C@@H]12
    -7.5	2.8	-0.4	1.3	0.5	-2.0	15.8	0.2	0.5
> C/C(CC(=O)Nc1ccccn1)=N\NC(=O)C(=O)Nc1cccc(Cl)c1C
    -3.4	-3.7	-5.3	-1.6	-0.2	-2.9	12.1	-2.8	-0.4
> CC1Cc2ccccc2N1C(=O)CNCCCN(C)C (centres undefined)
    -3.7	-4.2	1.8	0.1	-0.2	3.3	6.7	-4.9	1.4
> CCCSC1=C(C#N)C(c2cc(OC)ccc2OC)CC(=O)N1 (centres undefined)
    1.2	-4.3	6.2	-24.2	1.5	0.3	1.1	0.2	3.2
> CC(=O)N1c2ccc(S(=O)(=O)N3CCC(C(=O)NCc4ccc(F)cc4)CC3)cc2CC1C (centres undefined)
    -8.8	-9.8	-1.2	-7.5	2.1	3.6	-3.6	-0.4	2.7
> O=C(NC1CCCCC1)c1cc([N+](=O)[O-])ccc1N1CCCC1
    -2.8	-5.8	0.8	4.9	0.4	4.7	12.0	-0.9	0.3
> O=C(NC(C(=O)N/N=C/c1cccc2ccccc12)c1n[nH]c(=O)c2ccccc12)c1ccccc1 (centres undefined)
    14.1	-7.4	2.4	2.1	0.2	4.1	-8.0	-0.1	1.5
> CCC1Sc2ccc(S(=O)(=O)CCC(=O)Nc3ccc(NC(C)=O)cc3)cc2NC1=O (centres undefined)
    -16.1	3.9	2.5	-7.4	0.6	1.3	-3.2	-3.5	0.0
> COc1ccc(Cl)cc1N1C(=O)C2CCCN2C1c1sccc1C (centres undefined)
    7.8	7.1	2.0	-3.3	0.0	-3.1	-5.6	-4.7	0.8
> CC1(C)N=C(/C=N/O)CN1O
    -0.8	-5.4	6.8	0.3	0.0	-5.0	-1.1	-2.2	0.8
> COc1cc(Cc2ccc(N)c(OC)c2)ccc1N
    -19.3	-5.5	4.5	-12.9	0.2	-2.6	6.9	-1.9	1.6
> COc1ccc(NC(=O)CN(C)S(=O)(=O)c2cccc3nsnc23)cc1OC
    -4.0	5.7	7.4	-1.5	0.9	-1.5	-0.1	1.9	2.1
> COc1ccc(NC(=O)CC(C)C)c([N+](=O)[O-])c1
    -14.2	-6.8	5.0	-29.8	0.4	0.5	25.2	-6.9	-1.4
> O=C(NNc1ccc([N+](=O)[O-])cc1)C1CC1c1ccccc1 (centres undefined)
    1.6	0.2	-1.7	1.6	6.1	-1.5	7.4	0.4	2.1
> O=C(C1=NN(c2ccccc2)C2C(=O)N(c3cccc(Cl)c3)C(=O)C12)c1ccccc1 (centres undefined)
    -11.7	-2.7	-3.8	8.9	5.5	1.7	26.1	3.9	7.5
> O=C(O)c1ccc(-n2c(-c3cc(-c4ccco4)[nH]n3)n[nH]c2=S)cc1
    2.3	1.7	9.1	-4.0	-0.2	2.8	4.7	-2.6	0.3
> Clc1cccc(-c2nc3ccc(Br)cn3c2Cc2ccccc2)c1
    -7.8	-2.5	10.4	-14.5	0.0	-1.6	-7.5	-1.6	-0.8
> Cc1nn(CC(=O)Nc2ccc3c(c2)CCC3)c(C)c1[N+](=O)[O-]
    -26.8	-9.7	0.4	-28.6	0.3	-2.2	13.9	-2.3	3.1
> CC(C)CNC1=CC(=O)CC(c2ccco2)C1 (centres undefined)
    16.2	3.4	7.6	-7.1	-0.4	0.8	-19.9	1.1	-0.2
> COc1ccc(N=c2oc3cc(O)ccc3cc2C(=O)NCC2CCCO2)cc1 (centres undefined)
    -12.0	4.9	4.0	-5.4	0.5	-4.5	19.0	-2.1	0.8
> COc1ccc(CNC(=O)c2ccc(S(=O)(=O)NCc3ccco3)cc2)cc1
    -7.1	0.6	0.7	1.7	4.5	-8.3	1.6	5.4	2.6
> CCOC(=O)COc1ccccc1/C=N/O
    1.5	0.7	5.1	-11.8	0.5	1.4	17.7	-2.2	0.4
> CCOC(=O)N1CCC(=NNC(=O)Cn2ccc(C(F)(F)F)n2)CC1
    -14.5	6.1	-4.0	7.7	0.4	-5.3	8.7	-2.6	0.3
> O=C(NNc1c2ccccc2nc2ccccc12)C12CC3CC(CC(C3)C1)C2
    -2.5	-1.4	0.8	11.0	0.8	-1.7	-0.3	2.0	-0.2
> Cc1cccc2c1-c1sc(C(=O)Nc3cccnc3)cc1CO2
    -8.3	2.0	-6.7	-4.8	2.7	-3.8	1.7	1.9	5.1
> COc1cc(OC)nc(/N=C/NO)n1
    -8.9	18.2	-4.5	11.6	2.6	-4.3	1.7	-0.9	-0.1
> CCCc1nc(N)sc1C(=O)OCC
    -1.5	-2.9	12.7	4.2	0.2	-3.7	13.4	-2.7	0.0
> Cc1cc(C)n(-c2ccc(C(=O)OCC(=O)N(CC(C)C)C3CCS(=O)(=O)C3)cc2)n1 (centres undefined)
    5.0	-2.5	-1.7	8.6	2.8	-1.8	18.3	1.4	6.5
> Cc1cccc(NC(=O)Cc2ccc(NC3=NC4CS(=O)(=O)CC4S3)cc2)c1 (centres undefined)
    -11.6	0.0	2.0	-12.5	0.1	0.3	8.2	0.4	0.8
> Cn1cc(SCC(=O)NCCc2ccccc2)c2ccccc21
    -10.4	1.1	-3.6	-2.5	0.3	-5.6	3.2	-5.2	1.0
> COc1ccc(CCN2CC(C(=O)NCc3ccc(F)cc3)CC2=O)cc1OC (centres undefined)
    -14.6	10.1	-6.6	0.4	0.6	-5.7	14.1	-1.1	-0.2
> COC(=O)CCC(C)C1CCC2C3CCC4CC(O)CCC4(C)C3CC(O)C12C (centres undefined)
    -0.5	2.7	6.9	-14.9	1.0	-6.6	-2.3	2.0	3.0
> COc1ccccc1C1CC(=O)Oc2cc(O)ccc21 (centres undefined)
    1.1	-8.8	-3.8	5.4	0.2	3.7	19.3	-0.6	0.3
> COc1cccc(/C=N/n2c(N)nc3ccccc32)c1OC
    -29.8	11.2	3.4	-12.2	5.7	-4.4	14.9	-4.1	6.7
> CCN1C(=NCc2ccc(OC)cc2)N[C@@H](c2ccccc2)C(C(=O)OC)=C1C
    -22.3	1.5	8.9	-7.2	2.9	4.0	29.7	-1.0	1.4

# Full records from above. Order of screens: CHO-K1 Ca antag | M5 antag | CHRM4 PAM | CHRM4 antagonist | CHO-K1 Ca ag | CHRM5 PAM | M1 PAM parental | M5 ag | M4 ag
# `COC(=O)CCC(C)C1CCC2C3CCC4CC(O)CCC4(C)C3CC(O)C12C` (centres undefined) reads -0.5 | 2.7 | 6.9 | -14.9 | 1.0 | -6.6 | -2.3 | 2.0 | 3.0
# `CCN1C(=NCc2ccc(OC)cc2)N[C@@H](c2ccccc2)C(C(=O)OC)=C1C` reads -22.3 | 1.5 | 8.9 | -7.2 | 2.9 | 4.0 | 29.7 | -1.0 | 1.4

# Bioassay records (PubChem)
